Screening results: PubChem BioAssay, National Center for Advancing Translational Sciences (NCATS)
hERG WT inh = inhibitors of human wildtype KCNH2 potassium channel. U2OS, BacMam KCNH2, thallium flux FluxOr; hits give low values. Q12809. activity change, % at 1.84 µM. 340,000 compounds, 0.37% hits;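 active = maximum activity change below -70%; inconclusive = maximum activity change between -70% and -50%; inactive = maximum activity change above -50%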; note: % is set by controls: 0 for no effect and ±100 for the full control effect
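U2OS cells were transduced with wild-type KCNH2 virus (2.03 x 10^8 / mL) for 4 h at room temperature, then cultured overnight at 37 C. Thallium flux was read with FluxOr dye. Rate constants were normalized to DMSO controls.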
ASM inhibitor = inhibitors of human secretory acid sphingomyelinase. placental ASM, HMU-PC fluorogenic substrate, 60 min. Potency, µM (highest dose often 57.5 µM), for the others: top-dose activity change, negative = inhibition, hits mostly inhibitors. 340,000 compounds, 0.006% hits. AID 504937; note: potency is the fitted concentration of half-maximal effect
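qHTS format. ASM enzyme prepared from human placenta hydrolyses the fluorogenic substrate HMU-PC0 (9 uM final) over 60 min at 37 °C after a 10 min compound preincubation.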
Chronic BCR inh = chronic active BCR signaling inhibition; Potency, µM (series often up to 46.1 µM), for the others: at the top dose ratio change, negative = lower green/red ratio, usual class: inhibitors; 340,000 compounds, 0.05% hits; ABC-DLBCL IkBa-CBG/CBR reporter, luminescence ratio, 4 h; active = well fitted inhibition curve with a large enough effect in the signal ratio, with a control signal flat, not every such curve was filed as active; inconclusive = small, poorly fitted or top-dose-only effect, or effect the other way, or a change in a side signal; the % refers to the signal ratio;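 note: potency is the fitted concentration of half-maximal effect; plate controls were basal doxycycline-induced cells for no effect and cells given 10 µM MG132 for full effect; MG132 reads +100%, hits lower the ratio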
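Compounds up to 46 uM were incubated four hours with TMD8 cells whose green CBG68 luciferase is fused to IkappaBalpha; red CBR luminescence normalised the signal, and concentration-effect curves were fitted to fusion, red and ratio data.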
TSHR antagonist = antagonists of human thyroid stimulating hormone receptor; TSHR-expressing cells, TSH-stimulated cAMP HTRF, 2 h; hits give low values; activity change, negative = inhibition, % at 11.5 µM; 330,000 compounds, 0.2% hits; AID 504810;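 active = activity change below a set negative limit, meaning inhibition stronger than a set level, cut at about -70% in these data; inconclusive = activity change between two set negative limits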; note: % is set by controls: 0 for no effect and ±100 for the full control effect
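Read-out is FRET at 665 nm (cryptate excitation 337 nm) from a cryptate-tagged anti-cAMP antibody, competed by cell cAMP against cAMP-d2. Compounds are tested on freshly harvested TSHR cells challenged with 4nM TSH (EC80) for 2 hours at 37 deg C.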
MBNL1-CUG inh = MBNL1-poly(CUG) RNA binding inhibition | Q9NR56 | TR-FRET MBNL1-His/biotin-(CUG)12 binding, 665/545 ratio | Potency, µM (doses to about 57.5 µM), for the others: top-dose activity change, negative = inhibition, most hits filed as inhibitors | 280,000 compounds, 0.036% hits | AID 2675; active = well fitted inhibition curve with a large enough effect in the signal ratio, with a control signal flat, not every such curve was filed as active; inconclusive = small, poorly fitted or top-dose-only effect, or effect the other way, or a change in a side signal; inactive = no such curve, though single readings can be large or run the other way; the % refers to the signal ratio; note: potency is the fitted concentration of half-maximal effect; % is set by controls: 0 for no effect and ±100 for the full control effect
Target sequence (Q9NR56 whole entry, looked up): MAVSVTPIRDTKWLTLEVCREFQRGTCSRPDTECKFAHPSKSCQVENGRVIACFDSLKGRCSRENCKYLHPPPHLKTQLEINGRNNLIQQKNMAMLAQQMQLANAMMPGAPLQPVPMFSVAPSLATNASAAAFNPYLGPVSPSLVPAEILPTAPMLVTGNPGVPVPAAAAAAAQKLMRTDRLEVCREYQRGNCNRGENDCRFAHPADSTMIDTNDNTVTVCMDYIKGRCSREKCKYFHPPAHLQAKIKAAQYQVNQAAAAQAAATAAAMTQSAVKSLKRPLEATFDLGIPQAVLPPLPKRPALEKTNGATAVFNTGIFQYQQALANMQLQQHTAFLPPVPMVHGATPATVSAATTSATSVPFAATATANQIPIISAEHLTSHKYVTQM
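His-tagged MBNL1 binding to biotinylated (CUG)12 RNA was measured by TR-FRET using terbium anti-His antibody (0.055 ng/ul final) and streptavidin-XL665 (5 nM final). Compounds were titrated 92 nM to 58 uM; 60 min at room temperature.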
GALK inh = galactokinase (human) inhibition. Potency, µM (doses to about 57.5 µM), without a hit: at the highest dose activity change, negative = inhibition, usual class: inhibitors. P51570. 270,000 compounds, 0.007% hits. Purified GALK, Kinase-Glo residual ATP luminescence; note: potency is the fitted concentration of half-maximal effect; % is set by controls: 0 for no effect and ±100 for the full control effect
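Compounds were pin-transferred into ATP buffer (35 uM final), then GALK plus galactose (5 nM, 100 uM final) was added. After 1 h at room temperature, Kinase-Glo Plus was added and luminescence read after 10 min.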
USP2a inh = USP2a (human) protease inhibition. USP2 core, Ub-CHOP2 coupled fluorogenic reporter, 485/531. Potency, µM (titrated, usually from 38.3 µM), for inactives: at the highest dose activity change, negative = inhibition, actives largely listed as inhibitors. 330,000 compounds, 0.01% hits. AID 463254;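 note: potency is the fitted concentration of half-maximal effect; plate controls were DMSO wells for no effect and full inhibition by NEM control for full effect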
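USP2 core (10nM final) preincubated 30min RT with compound in 20mM Tris-HCl pH 8.0, 2mM CaCl2, 2mM beta-mercaptoethanol, 0.05% CHAPS; 25nM Ub-CHOP2 plus 25nM reporter substrate added, fluorescence (Ex485/Em531) read after 60min.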
Eya2 inh = inhibitors of human Eya2 phosphatase activity; O00167; 330,000 compounds, 0.006% hits; recombinant Eya2, OMFP fluorescence dephosphorylation (OMFP is methylfluorescein phosphate); Potency, µM (highest dose often 76.9 µM), without a hit: at the highest dose activity, negative = inhibition, usual class: inhibitors; note: potency is the fitted concentration of half-maximal effect; % is set by controls: 0 for no effect and ±100 for the full control effect
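Eya2 (0.2 uM) preincubated 10 min at ambient with compound, then OMFP substrate added at 50 uM; 10 min reaction in 50 mM HEPES pH 7.5, 50 mM NaCl, 5 uM MgCl2, 0.05% BSA, 1 mM DTT. Fluorescence read at Ex 485/Em 525 nm.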
Menin-MLL TR inh = displaces Texas Red mutant MLL peptide from human menin; Menin + Texas Red MLL mutant peptide, fluorescence polarization; 270,000 compounds, 0.23% hits; Potency, µM (highest dose often 61.6 µM), for the others: at the highest dose FP activity change, negative = inhibition, usual class: inhibitors; AID 1768; O00255; active = well fitted inhibition curve with a large enough effect in the polarisation, with a control signal flat, not every such curve was filed as active; inconclusive = small, poorly fitted or top-dose-only effect, or effect the other way, or a change in a side signal; inactive = no such curve, though single readings can be large or run the other way; the % refers to the polarisation; note: potency is the fitted concentration of half-maximal effect; % of control where 0% means no effect; many of its hits are not listed in these tables
PKM2 act = PKM2 (human) enzyme activation; P14618; purified PKM2, Kinase-Glo ATP luminescence, activation; response scale: 0% is enzyme alone, no compound; Potency, µM (titrated, usually from 57.5 µM), for inactives: top-dose activation, most hits filed as activators; 260,000 compounds, 0.34% hits; AID 1631; note: potency is the fitted concentration of half-maximal effect; % is set by controls: 0 for no effect and ±100 for the full control effect; nearly all actives have a fitted effect of over 55% in size
Target sequence (P14618 whole entry, looked up): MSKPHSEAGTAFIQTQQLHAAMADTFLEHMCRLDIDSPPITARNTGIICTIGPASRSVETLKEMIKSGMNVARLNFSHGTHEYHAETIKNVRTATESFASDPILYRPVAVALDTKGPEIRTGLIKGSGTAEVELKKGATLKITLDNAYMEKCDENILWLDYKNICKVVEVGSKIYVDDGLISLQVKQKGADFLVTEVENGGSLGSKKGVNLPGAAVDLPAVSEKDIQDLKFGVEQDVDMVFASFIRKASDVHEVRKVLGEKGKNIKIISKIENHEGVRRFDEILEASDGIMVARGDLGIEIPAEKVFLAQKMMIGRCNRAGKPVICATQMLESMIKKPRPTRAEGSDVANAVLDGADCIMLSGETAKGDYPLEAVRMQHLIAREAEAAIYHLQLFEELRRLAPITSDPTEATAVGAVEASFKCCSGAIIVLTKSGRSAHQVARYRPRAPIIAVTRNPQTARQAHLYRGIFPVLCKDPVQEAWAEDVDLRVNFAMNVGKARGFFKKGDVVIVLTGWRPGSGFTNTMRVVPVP
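Purified hPK-M2 (>95%) run at intermediate activity with 0.1 mM ADP and 0.5 mM PEP in 50 mM imidazole pH 7.2, KCl, MgCl2; 1 h room temperature. ATP formed read by Kinase-Glo luminescence; normalized to uninhibited and no-enzyme controls.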
Mito fusion act = blocks mitochondrial division or promotes mitochondrial fusion | 320,000 compounds, 0.23% hits | AID 485298 | S. cerevisiae fusion-defective mutant growth rescue, CellTiterGlo 48 h | Potency, µM (titrated, usually from 46.1 µM), inactives show top-dose growth rescue (activation), hits mostly activators;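 note: potency is the fitted concentration of half-maximal effect; % of control where 0% means no effect; nearly all actives have a fitted effect of over 45% in size; temperature-sensitive fusion mutants such as fzo1-1 at 37 °C on non-fermentable ethanol glycerol medium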
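S. cerevisiae fusion-defective temperature-sensitive mutants (e.g. fzo1-1, mgm1-5) grown 48 h at 37C in YPEG (ethanol/glycerol non-fermentable) medium with 23 nl compound per well; growth rescue read as CellTiterGlo luminescence.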
* = called active by the depositor; ? = inconclusive; nt = not tested or not shown; [ ] = another dose, or the depositor's remark. Unless noted, calls come from the whole dose curve; as a rule, active = well fitted curve in the direction sought with a large enough effect; inconclusive = small, poorly fitted or top-dose-only effect, or another doubt; inactive = no such curve, though single readings can be large; an effect the other way counts as inactive or inconclusive.

structure	hERG WT inh	ASM inhibitor	Chronic BCR inh	TSHR antagonist	MBNL1-CUG inh	GALK inh	USP2a inh	Eya2 inh	Menin-MLL TR inh	PKM2 act	Mito fusion act
COCCCn1c(=NC(=O)c2ccc3c(c2)OCO3)c(C#N)cc2c(=O)n3cccc(C)c3nc21	nt	nt	1%	-13	5%	0%	1%	2%	0%	-2%	1%
O=C(CCCCCCCC(=O)NNC(=O)Nc1ccccc1)NNC(=O)Nc1ccccc1	-3	1%	?	7	nt	0%	2%	-3%	?	-1%	-3%
COc1ccc(-n2cc3ccc([N+](=O)[O-])cc3n2)cc1	0	-1%	?	-1	?	2%	0%	-1%	?	nt	8%
COc1ccc(C(=O)Nn2c(C)nc3ccccc3c2=O)cc1	-5	5%	9%	-6	-9%	1%	4%	-4%	11%	nt	6%
Clc1cccc2sc(N3CCCCC3)nc12	-2	-6%	?	-3	-10%	2%	1%	2%	17%	11%	9%
COc1ccc(NC(=O)/C=C/c2ccc(Br)o2)cn1	0	-2%	?	-5	?	0%	0%	-14%	?	-5%	13%
O=C(c1cccnc1)N1CCC(Oc2ccc(C(=O)N3CCCC(O)C3)cc2)CC1 (stereo not drawn)	-3	4%	2%	-14	5%	0%	3%	-2%	1%	1%	-3%
Cc1ccc(C(=O)C(=S)N2CCOCC2)cc1	5	4%	0%	7	11%	2%	-28%	-8%	9%	0%	4%
COc1ccc(S(=O)(=O)N2CCOCC2)cc1NC(=O)c1c(-c2ccccc2)noc1C	-6	4%	-4%	-9	nt	nt	0%	3%	nt	nt	6%
CC(C)CC(=O)NC(=S)Nc1ccccn1	4	0%	?	27	-9%	-2%	0%	12%	-8%	-11%	0%
O=C(CSc1nc2ccccc2c(=O)n1CC1CCCO1)NCC1CCCO1 (stereo not drawn)	-46	-1%	-3%	1	-2%	-1%	3%	6%	-10%	1%	1%
CC(C)n1c(N2CCN(CC(=O)NCc3cccs3)CC2)nc2ccccc21	-12	5%	-13%	1	-10%	-5%	1%	6%	4%	-11%	-5%
COc1ccc(CNC(=O)c2cc3cc(OC)ccc3oc2=O)cc1	-1	142%[activator]	5%	-7	8%	2%	0%	-7%	-8%	-2%	4%
CCC(C)(C)NC(=O)CN(C(=O)CCC(=O)Nc1nccs1)c1ccc(C)cc1	0	-1%	1%	1	-1%	0%	-1%	2%	-14%	-4%[11.5 µM]	-2%
CCN(CC)c1ccc(NC(=O)CSc2nc3ccccc3c(=O)n2-c2cc(S(=O)(=O)N(C)C)ccc2C)cc1	20	-1%	-1%	6	nt	1%	-1%	-3%	6%	-3%	-3%
COc1ccccc1N1CCN(C2CCCN(S(=O)(=O)c3cccc(Cl)c3)C2)CC1 (stereo not drawn)	18	-2%	-6%	9	3%	4%	0%	0%	-12%	-1%	4%
COc1ccc2[nH]c3c(=O)n(Cc4ccncc4)cnc3c2c1	-32	18%	-3%	7	13%	-1%	0%	-23%	nt	6%	0%
Cc1c(Cl)ccc2c(C(N)=O)cc(-c3ccccn3)nc12	10	-4%	7%	7	12%	0%	0%	-17%	10%	5%	1%
N#Cc1ccccc1S(=O)(=O)N1CCN(CC(=O)Nc2ccccc2C(=O)NC2CC2)CC1	23	3%	-2%	-6	nt	nt	2%	4%	nt	nt	5%
COc1ccc(C(=O)O)cc1S(=O)(=O)Nc1cc(Cl)ccc1N1CCOCC1	3	1%	-3%	7	nt	nt	-1%	4%	nt	nt	-4%
O=C(Nc1ccc(S(=O)(=O)NC2=NCCCCC2)cc1)c1ccc2ccccc2n1	5	-1%	1%	-17	2%	-2%	-2%	3%	1%	0%	-7%
Cn1c(=O)c2c(nc(SCCN3CCCCC3)n2Cc2ccccc2)n(C)c1=O	1	-1%	3%	-5	14%	4%	5%	8%	4%	1%	-5%
CCCOC(=O)C[N+](C)(C)CCOC1CC2CCC1(C)C2(C)C (stereo not drawn)	-7	2%	-7%	4	-1%	0%	2%	-23%	nt	-4%	-4%
COc1ccc(/C=N/NC(=O)c2cccnc2)cc1COc1ccc([N+](=O)[O-])c(C)c1	-2	-14%	?	-8	nt	-2%	-1%	-1%	nt	-3%	8%
CCCCn1c(-c2ccco2)nc2ccccc2c1=O	-2	0%	1%	2	-17%	-4%	2%	-20%	8%	2%	4%
Cn1c(SCc2ccc(Cl)cc2)nc(C(F)(F)F)cc1=O	5	-16%	3%	-7	-6%	3%	1%	-3%	-8%	16%	2%
COc1ccc(C(=O)NCC(=O)Nc2cccc(S(=O)(=O)NCc3ccco3)c2)cc1OC	0	-3%	0%	-10	-23%	0%	4%	7%	-15%	1%	4%
O=C(N/N=C/c1cccnc1)c1cc2ccccc2cc1O	1	-6%	?	-7	?	5%	0%	-4%	?	1%	3%
O=C(NCC1COc2ccccc2O1)c1cn(Cc2ccc(F)cc2)nn1 (stereo not drawn)	-6	-3%	1%	-9	8%	0%	-1%	5%	?	0%	2%
CC(=O)NNC(=O)c1csc(-c2csc(C)n2)n1	0	4%	0%	-9	nt	-4%	2%	-20%	nt	-2%	-9%
Cc1noc(C(=O)NC2CCCCC2)c1Cl	3	2%	?	-1	3%	0%	13%	11%	nt	1%	-1%
CC(=O)c1cccc(NC(=S)NC2CCCCCCC2)c1	5	-9%	1%	8	1%	5%	2%	-11%	nt	-8%	3%
O=C(CN(CC1CCCO1)C(=O)c1nsc(Cl)c1Cl)NC1CCCC1 (stereo not drawn)	7	-1%	?	0	5%	-1%	1%	-2%	-2%	1%	-4%
CC(=O)Nc1nc(-c2ccccc2)nc(C)c1C(C)=O	1	-1%	?	3	-17%	-4%	0%	2%	-26%	-10%	-1%
COc1ccc(-c2coc3cc4oc(=O)c5ccccc5c4cc23)cc1F	-18	-1%	?	-4	5%	2%	4%	3%	-21%	-7%	-1%
O=S(=O)(Nc1cccc(CO)c1)c1cccs1	0	2%	0%	17	-21%	nt	-2%	2%	nt	-5%	-5%
O=C(NCc1ccc(Cl)cc1)C(=O)NCC(c1ccco1)N1CCOCC1 (stereo not drawn)	0	89%	4%	-10	-10%	1%	0%	-5%	-2%	1%	-2%

Gathered by group, the compounds so far containing a nitro group on carbon (two)
structure	hERG WT inh	ASM inhibitor	Chronic BCR inh	TSHR antagonist	MBNL1-CUG inh	GALK inh	USP2a inh	Eya2 inh	Menin-MLL TR inh	PKM2 act	Mito fusion act
COc1ccc(-n2cc3ccc([N+](=O)[O-])cc3n2)cc1	0	-1%	?	-1	?	2%	0%	-1%	?	nt	8%
COc1ccc(/C=N/NC(=O)c2cccnc2)cc1COc1ccc([N+](=O)[O-])c(C)c1	-2	-14%	?	-8	nt	-2%	-1%	-1%	nt	-3%	8%

Some of the compounds tested. The share of hits here may be higher or lower than overall.
